KOR beta-arrestin-1: KOR antagonists, beta-arrestin recruitment, cell-based, luminescence, uHTS (AID 1778) | one-dose inhibition, % at 10 µM; IC50 in µM for titrated hits | 290,000 compounds, 0.091% hits | KOR beta-arrestin recruitment, luminescence, antagonist mode; higher % means a stronger effect; in the data active means inhibition above about 50%; further: strong numbers were not always called active
T cell HTS: modulates CD8 T cell binding to vesicles; 2C CD8+ T cell-vesicle binding, flow cytometry; hits give low values; calls only at 7 µM; 330,000 compounds, 0.068% hits; AID 2052;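 active means response, share of CD8 T cells binding vesicles, and their 90th percentile fluorescence all below set limits, cut at about 80% in these data, passing the limit was not always enough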
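Incubation: binding step 1.5 h, 37 °C, antibody labelling 20 min, ice; system: murine 2C transgenic CD8+ T lymphocytes; technique: cytometric PE anti-B7-1 and Alexa647 anti-CD8 signals after 1% paraformaldehyde fixation; also added: QL9-charged Drosophila Ld/ICAM-1/B7-1 vesicles; control set: naked versus QL9-loaded vesicles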
PhoP inhibition: PhoP-dependent GFP reporter repression – Salmonella Typhimurium, primary screen (AID 1863). inhibition, % at 50 µM, or IC50 in µM where a hit was titrated. S. Typhimurium PhoP-regulated promoter GFP reporter, 4 h; higher % means a stronger effect. 300,000 compounds, 0.16% hits;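 active means inhibition over 29.93%, a cutoff 3 SD above the screen mean, later confirmed by dose response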;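 further: 0% = low Mg2+ inducing control and 100% = high Mg2+ repressing control; strong numbers were not always called active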
GPR35 arrestin U2OS: GPR35 antagonists blocking zaprinast-driven arrestin recruitment, primary screen, imaging, U2OS, beta-arrestin-GFP, zaprinast agonist (AID 2058); U2OS GPR35 beta-arrestin-GFP translocation imaging, zaprinast antagonism; higher % means a stronger effect; one-dose inhibition, % at 10 µM; IC50 in µM for titrated hits; 290,000 compounds, 0.052% hits;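 active means inhibition of at least 50% with at least 30 cells and total cytoplasm GFP at most 10,000,000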
West Nile antiviral: inhibition of WNV-induced cytopathic effect – cell-based, CPE readout (AID 1621) | 290,000 compounds, 0.02% hits | West Nile virus-infected cells, CPE inhibition; higher % means a stronger effect | one-dose CPE inhibition, % at 10 µM; IC50 in µM for titrated hits; in the data active means a potency from the dose series; further: strong numbers were not always called active
GPR55 LPI antagonism: inhibition of LPI-stimulated GPR55 beta-arrestin translocation – imaging, U2OS, beta-arrestin-GFP, LPI agonist, primary screen (AID 2013); 290,000 compounds, 0.13% hits; U2OS GPR55 beta-arrestin-GFP translocation imaging, LPI antagonism; higher % means a stronger effect; inhibition, % at 10 µM; hits with a dose series show IC50 in µM;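 active means spots per cell inhibited over 60%, with over 100 cells counted and total cytoplasm intensity under 500,000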;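 further: U2OS cells stably carrying GPR55 and arrestin-GFP stimulated by 5 µM LPI near EC80; imaged beta-arrestin-GFP aggregate spots per cell after agonist stimulation; plate controls were LPI-stimulated DMSO wells for no effect and DMSO wells without LPI for full effect; some results filed as inactive read as strong as hits; confirmed hits need IC50 under 10 µM and bright autofluorescent wells are also inconclusive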
GPR55 activation: selective activators of receptor GPR55 – imaging, U2OS cells, beta-arrestin-GFP redistribution, primary screen (AID 1961); 290,000 compounds, 0.048% hits; one-dose activation, % at 10 µM; EC50 in µM for titrated hits; U2OS GPR55 beta-arrestin-GFP redistribution imaging; higher % means a stronger effect;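 active means activation above 40% with more than 50 cells counted in the well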;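 further: U2OS osteosarcoma cells stably expressing GPR55 and beta-arrestin-GFP; plate controls were DMSO negative control for no effect and LPI positive control for full effect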
KOR beta-arrestin-2: kappa opioid receptor activators – cell-based, luminescence, uHTS, primary screen (AID 1777) | KOR beta-arrestin recruitment, luminescence; higher % means a stronger effect | activation, % at 10 µM; hits with a dose series show EC50 in µM | 280,000 compounds, 0.02% hits; in the data active means activation above about 50%, passing the limit was not always enough; further: a part of the inactive calls stands beside numbers as strong as those of hits
NTR1 ag: agonists of NTR1, primary screen, imaging, U2OS cells, beta-arrestin-GFP, high content (AID 493036) | 330,000 compounds, 0.17% hits | activation, % at 20 µM | P30989 | NTR1-U2OS beta-arrestin-GFP spot imaging, agonist mode;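 active means activation at or above 40% of the spot to cytoplasm intensity ratio, with at least 20 cells analyzed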;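 further: 0% = DMSO without peptide and 100% = 100 nM NTR1 peptide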
Target sequence (P30989 whole entry, looked up): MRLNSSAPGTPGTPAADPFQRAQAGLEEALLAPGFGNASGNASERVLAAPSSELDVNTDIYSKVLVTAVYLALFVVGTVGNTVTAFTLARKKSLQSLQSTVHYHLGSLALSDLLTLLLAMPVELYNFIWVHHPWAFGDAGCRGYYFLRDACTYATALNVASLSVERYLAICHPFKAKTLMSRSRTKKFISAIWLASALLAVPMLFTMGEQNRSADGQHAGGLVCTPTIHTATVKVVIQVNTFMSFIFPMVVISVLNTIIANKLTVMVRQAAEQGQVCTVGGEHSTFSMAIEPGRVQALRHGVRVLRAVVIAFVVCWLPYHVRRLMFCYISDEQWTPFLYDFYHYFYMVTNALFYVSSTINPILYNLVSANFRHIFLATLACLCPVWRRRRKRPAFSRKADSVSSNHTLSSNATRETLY
T cell HTS vesicle-bound %: also measured in T cell HTS; calls as there; double positive events, %; measured here: CD8+ vesicle-bound cell fraction;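 binding gate set so that unloaded-vesicle control wells show 10% double positive cells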
NTR1 ag cell count 20 µM: also measured in NTR1 ag; calls as there; cell count; measured here: cell count, cytotoxicity flag
Starred values were filed as active, the others as inactive; i = inactive; / = no result given; [ ] = remark or other dose.

canonical_smiles	PhoP inhibition	GPR55 LPI antagonism	West Nile antiviral	GPR35 arrestin U2OS	T cell HTS vesicle-bound %	T cell HTS	GPR55 activation	NTR1 ag	NTR1 ag cell count 20 µM	KOR beta-arrestin-2	KOR beta-arrestin-1
CC1=C(C(=O)Nc2ccccc2)C(c2ccccc2)N2C(=O)CSC2=N1 (centres undefined)	6%	6%	-0.2%	-10%	33	i	-0.2%	3.6	44	2.0%	12%
CCc1noc(C)c1C(=O)N1CCN(S(=O)(=O)c2cc(C)ccc2C)CC1	9%	-3%	0.1%	-14%	16	i	-0.1%	1.0	54	-2.7%	6%
O=C(NCc1ccco1)c1noc2c1CCCCC2	15%	18%	0.2%	-8%	9	i	0.3%	-1.4	74	-1.2%	30%
C/C(=N\OCc1ccc(C#N)cc1)c1cc2ccccc2o1	-6%	-1%	-0.3%	7%	40	i	-0.1%	3.5	59	-2.6%	10%
Cc1ccc(NC(=O)CN(C)Cc2ccc(Cl)cc2)cc1	-6%	-9%	-1.4%	-13%	30	i	-0.4%	-0.4	36	3.3%	4%
CC(C)C(Nc1ncnc2c1oc1ccccc12)C(=O)O (centres undefined)	4%	4%	-0.1%	1%	56	i	-0.3%	0.1	53	8.2%	-13%
c1ccc2c(c1)CCN(c1nc3ccccc3n3cnnc13)C2	13%	-6%	0.5%	4%	28	i	-0.1%	14	57	-3.1%	1%
COc1cccc(CNc2ccc3c(c2)nc(C)n3C)c1OC	5%	6%	0.1%	-6%	36	i	-0.2%	-0.3	59	-0.7%	14%
COCCCNc1nc2ccccc2nc1NS(=O)(=O)c1cccs1	-2%	4%	-0.1%	15%	41	i	-0.1%	-0.6	55	-1.8%	14%
COC(=O)c1ccc(Cn2c(O)c(N=O)c3ccccc32)o1	-5%	-9%	0.2%	2%	58	i	-0.2%	1.5	44	-6.3%	2%
O=C(O)C1CCCCC1C(=O)NCCc1c[nH]c2ccccc12 (centres undefined)	-8%	-5%	0.5%	2%	25	i	0.1%	0.1	65	-1.6%	25%
CCOc1ccc(/C=N/NC(=O)c2cc(-c3ccco3)nc3ccccc23)cc1	22%	-11%	-1.1%	18%	46	i	0.6%	13	47	-1.8%	19%
CC(C)(C)n1ncc2c(=O)n(CC(=O)NCc3ccccc3)cnc21	14%	-18%	-0.5%	-6%	19	i	-0.1%	1.0	41	-1.0%	23%
O=C(O)c1cc(NS(=O)(=O)c2ccc(NC3CCCCC3)c([N+](=O)[O-])c2)cc(C(=O)O)c1	/	5.6µM*	0.4%	20%	0	i	-0.1%	0.9	41	-5.6%	0%
COc1ccc(C(=O)N2CCN(C)C(=O)[C@@H]2C)cc1OC1CCN(C(C)=O)CC1	-2%	10%	-0.2%	13%	13	i	-0.1%	-0.3	65	3.9%	-4%
COC(=O)c1cc(OC)c(OC)c(OC)c1N	-3%	-6%	/	-8%	45	i	-0.1%	2.1	52	1.4%	4%
Cc1ccccc1N1CCN(C2CCCN(C(=O)CCC(F)(F)F)C2)CC1 (centres undefined)	5%	8%	-1.2%	0%	49	i	-0.2%	0.1	63	-1.4%	-17%[20 µM]
CCN1CCN(CCCNC(=O)c2cc3c(=O)[nH]c4ccccc4c3s2)CC1	6%	2%	-0.5%	1%	/	/	0.2%	-2.2	51	3.4%	-18%
Cc1cc(C)c(C)c(OCCOCCN2CCN(C)CC2)c1	2%	4%	-0.6%	-7%	45	i	1.1%	-0.7	40	-1.3%	/
CC#CC(=O)N1CCC(C(=O)Nc2ccc(Oc3ccccc3)nc2)CC1	-1%	-10%	0.0%	4%	8	i	-0.1%	0.6	45	3.4%	-26%
Cc1onc(-c2c(Cl)cccc2Cl)c1/C(N)=N/OC(=O)C1CC1	1%	6%	-1.2%	-14%	28	i	0.9%	0.9	43	-0.5%	-16%
O=C(c1ccc(NC2=NC3CS(=O)(=O)CC3S2)cc1)N1CCN(c2ccc([N+](=O)[O-])cc2)CC1 (centres undefined)	-8%	6%	0.3%	-12%	25	i	-0.4%	0.9	56	4.4%	-20%
O=C1CC(Cc2ccc(Cl)cc2)C(=O)N1c1ccncc1 (centres undefined)	3%	3%	-0.2%	6%	25	i	0.0%	1.0	47	0.1%	-18%
Cc1ccc(CNCCCSc2nc(C)cc(C)n2)cc1	8%	/	-0.6%	-7%	6	i	0.0%	-0.8	51	0.1%	20%
CC1CCN(C(=O)N[C@@H](Cc2ccccc2)C(=O)O)CC1	-3%	2%	0.3%	-8%	19	i	-0.3%	-0.5	41	4.8%	22%
Cc1ccc(-n2nc3c(=O)n(CC(=O)NC4CCCCCC4)nc(C)c3c2C)cc1	10%	-2%	-0.6%	-16%	36	i	0.7%	0.5	64	-3.6%	5%
CC(O)C(=O)N/N=C/c1cccc2ccccc12 (centres undefined)	9%	7%	-0.7%	-2%	/	/	0.9%	/	/	0.3%	28%
CC(c1nccs1)N(C)C(=O)c1cn(Cc2cccc3ccccc23)nn1 (centres undefined)	9%	-5%	0.6%	27%	26	i	0.3%	0.2	70	-3.3%	0%
Cc1cccc(-c2nnc(NC(=O)c3ccco3)s2)c1	-10%	26%	-0.3%	9%	7	i	-0.2%	1.4	63	-1.0%	-6%
Cc1cc(Nc2ccccc2Br)n2nc(C)nc2n1	0%	-12%	/	-5%	59	i	0.3%	-1.1	64	-1.7%	5%

In the list so far, 2 have a thiophene ring, fused or not:
canonical_smiles	PhoP inhibition	GPR55 LPI antagonism	West Nile antiviral	GPR35 arrestin U2OS	T cell HTS vesicle-bound %	T cell HTS	GPR55 activation	NTR1 ag	NTR1 ag cell count 20 µM	KOR beta-arrestin-2	KOR beta-arrestin-1
COCCCNc1nc2ccccc2nc1NS(=O)(=O)c1cccs1	-2%	4%	-0.1%	15%	41	i	-0.1%	-0.6	55	-1.8%	14%
CCN1CCN(CCCNC(=O)c2cc3c(=O)[nH]c4ccccc4c3s2)CC1	6%	2%	-0.5%	1%	/	/	0.2%	-2.2	51	3.4%	-18%

Arranged by heavy-atom count (low to high): part of the list above.
canonical_smiles	PhoP inhibition	GPR55 LPI antagonism	West Nile antiviral	GPR35 arrestin U2OS	T cell HTS vesicle-bound %	T cell HTS	GPR55 activation	NTR1 ag	NTR1 ag cell count 20 µM	KOR beta-arrestin-2	KOR beta-arrestin-1
Cc1cccc(-c2nnc(NC(=O)c3ccco3)s2)c1	-10%	26%	-0.3%	9%	7	i	-0.2%	1.4	63	-1.0%	-6%
CC1CCN(C(=O)N[C@@H](Cc2ccccc2)C(=O)O)CC1	-3%	2%	0.3%	-8%	19	i	-0.3%	-0.5	41	4.8%	22%
Cc1cc(C)c(C)c(OCCOCCN2CCN(C)CC2)c1	2%	4%	-0.6%	-7%	45	i	1.1%	-0.7	40	-1.3%	/
CC(c1nccs1)N(C)C(=O)c1cn(Cc2cccc3ccccc23)nn1 (centres undefined)	9%	-5%	0.6%	27%	26	i	0.3%	0.2	70	-3.3%	0%

More structures:
canonical_smiles	PhoP inhibition	GPR55 LPI antagonism	West Nile antiviral	GPR35 arrestin U2OS	T cell HTS vesicle-bound %	T cell HTS	GPR55 activation	NTR1 ag	NTR1 ag cell count 20 µM	KOR beta-arrestin-2	KOR beta-arrestin-1
Cn1c(CNC(=O)c2cccs2)nnc1SCC(=O)Nc1ccccc1	-7%	-14%	0.3%	-4%	0	i	0.3%	0.1	52	3.6%	-7%
CC(C)C1/C(=N/O)CC(c2ccccc2)NC1c1ccccc1 (centres undefined)	-7%	-7%	1.4%	0%	57	i	-0.1%	2.2	54	6.7%	6%
CCOC(=O)c1c(C)oc2cc(Cl)c(O)c(CN(C)C)c12	-6%	3%	-0.5%	-12%	36	i	-0.2%	1.8	57	2.4%	0%
C=CCn1c(=NC(=O)c2ccccc2[N+](=O)[O-])sc2cc(S(C)(=O)=O)ccc21	-5%	13%	-0.1%	4%	36	i	0.7%	6.1	79	-5.7%	22%
Cc1csc(NC(=O)CSc2nnc(NC(=O)C3CC(=O)N(c4ccccc4)C3)s2)n1 (centres undefined)	4%	2%	0.3%	11%	57	i	0.5%	2.8	34	4.5%	15%
O=C(c1cccc2ccccc12)N1CCN(c2ccc([N+](=O)[O-])c(N3CCOCC3)c2)CC1	4%	10%	-0.5%	6%	9	i	-0.3%	0.0	44	-3.8%	-6%
O=C(N/N=C/C=C\c1ccc([N+](=O)[O-])cc1)c1cccnc1	-3%	12%	-0.1%	-6%	30	i	0.5%	0.5	54	-1.9%	25%
COc1ccc(-c2cc(C(=O)NC(Cc3cc4ccccc4[nH]3)C(=O)O)c(C)o2)cc1OC (centres undefined)	1%	5%	-0.1%	-7%	62	i	0.0%	3.1	43	12%	-16%
CCN(CC(=O)Nc1cccc(F)c1)CC(=O)Nc1ccccc1OC	-9%	7%	-0.8%	-10%	/	/	1.1%	-0.6	91	-4.2%	-5%
Cc1c(NC(=O)CSc2ccc3c(c2)OCCO3)c(=O)n(-c2ccccc2)n1C	12%	-1%	-0.5%	7%	18	i	-1.0%	-0.7	75	-2.4%	25%
Cc1c(CCC(=O)N2CCC(C(=O)O)CC2)c(=O)oc2cc3oc4c(c3cc12)CCCC4	-1%	-2%	-0.1%	2%	9	i	-0.1%	-0.8	76	-5.8%	-9%[20 µM]
CCCn1c(N)cc(=O)n(C)c1=O	13%	4%	-0.3%	3%	53	i	0.1%	-0.8	39	0.8%	2%
COc1cc(N2CN=c3s/c(=C\c4ccccn4)c(=O)n3C2)cc(OC)c1OC	5%	3%	-0.1%	-6%	44	i	-0.2%	-2.6	59	1.9%	-41%
COC(=O)c1ccc(C2/C(=C(\O)c3ccc4c(c3)OCCO4)C(=O)C(=O)N2CCCN2CCOCC2)cc1 (centres undefined)	-2%	7%	-0.6%	-6%	31	i	-0.2%	-2.1	56	-2.7%	3%
Fc1ccc(CNC(=S)Nc2cccc(Cl)c2)cc1	5%	0%	-1.3%	0%	32	i	0.4%	-1.8	58	0.0%	6%
O=C(Nc1ccccc1O)c1ccc(NS(=O)(=O)c2cccc3cccnc23)cc1	-9%	11%	/	-8%	64	i	-0.1%	-2.2	57	-6.2%	-7%
CN1CC(=O)Nc2ccc([N+](=O)[O-])cc2C1=O	3%	3%	0.0%	-4%	58	i	0.2%	0.2	75	2.1%	16%
COCCCn1c(=S)[nH]c2ncccc2c1=O	1%	31%	0.4%	5%	34	i	0.3%	-0.6	107	-2.9%	5%
Cc1cccc(-n2c(=O)c3c4c(sc3n3c(=S)[nH]nc23)CCC4)c1	0%	2%	-1.0%	-9%	/	/	-0.6%	-1.4	95	-1.9%	16%

Screening results deposited in PubChem by several laboratories.
